Source: PubChem
ARFGAP1 inhibitor = inhibitors of rat ARFGAP1; Q62848; Arfgap1-stimulated ARF1 GTP hydrolysis, GDP FP detection; inhibition, % at 16.5 µM; 360,000 tested, 0.26% active; AID 651572;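 active = inhibition above a per-plate limit, mean inhibition of low control wells plus 3 SD, cut at about 25% in these data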;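 note: 0% = DMSO wells with enzyme and 100% = wells lacking Arfgap1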
Target sequence (Q62848 1-136 limits assumed): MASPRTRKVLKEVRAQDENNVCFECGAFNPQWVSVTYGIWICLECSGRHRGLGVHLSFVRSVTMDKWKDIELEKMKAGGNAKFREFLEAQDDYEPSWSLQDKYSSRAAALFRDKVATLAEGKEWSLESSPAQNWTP
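Material: rat Arfgap1 catalytic domain, aa 1-136; also added: human ARF1(Δ1-17)-GTP substrate; compound dosing: one concentration, 16.5 µM, DMSO 1.26%; incubation: GTP hydrolysis reaction 2 h at 25 °C; measured by: Tracer-displacement fluorescence polarization with EDTA stop, 620/688 nm; evaluation: % inhibition from polarization; repeats: one replicate per compound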
GC-B act = GC-B (human) receptor activation; 370,000 tested, 0.11% active; HEK293-GC-B cells, CNP EC30, cGMP TR-FRET; 0% at EC30 CNP, 100% saturating CNP; AID 1920062; activation, % at 10 µM; P20594;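 active = activation at 10 µM reaching about 35% in either raw or pattern-adjusted values, limit read from the data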
HGIII-sPLA2 inh = Inhibits HGIII-sPLA2 liposome hydrolysis, primary screen. Q9NZ20. QFRET BODIPY PC-A2 liposome hydrolysis, fluorescence. inhibition, % at 12.2 µM. 370,000 tested, 0.56% active;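 active = inhibition above mean plus 3 SD of compounds lying within the high and low control bounds, cut at about 19% in these data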;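 note: 0% = median of test compound wells and 100% = no enzyme DMSO wells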
rCAG RNA binder = r(CAG) repeat RNA binding; TO-PRO-1 dye displacement fluorescence; inhibition, % at 3 µM; 370,000 tested, 1.3% active; AID 651821;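 active = inhibition above the plate cutoff, the mean of all test compounds on that plate plus 3 SD, cut at about 35% in these data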;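 note: 0% = DMSO alone and 100% = 100 µM mitoxantrone as full dye displacement; higher means more dye released from RNA so lower well fluorescence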
DDE Tn6 FP inh = DD(E)-Tn6 binding inhibition, primary FP screen. Fibrin DD(E) TRITC-Tn6 fluorescence polarization displacement. 370,000 tested, 0.21% active. inhibition, % at 8.3 µM;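 active = inhibition above a per-campaign cutoff: mean of compounds within control limits plus 3 SD, cut at about 15% in these data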;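 note: 0% = median of all compound wells on the plate and 100% = blocking peptide control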
Target sequence (P02675 whole entry, looked up): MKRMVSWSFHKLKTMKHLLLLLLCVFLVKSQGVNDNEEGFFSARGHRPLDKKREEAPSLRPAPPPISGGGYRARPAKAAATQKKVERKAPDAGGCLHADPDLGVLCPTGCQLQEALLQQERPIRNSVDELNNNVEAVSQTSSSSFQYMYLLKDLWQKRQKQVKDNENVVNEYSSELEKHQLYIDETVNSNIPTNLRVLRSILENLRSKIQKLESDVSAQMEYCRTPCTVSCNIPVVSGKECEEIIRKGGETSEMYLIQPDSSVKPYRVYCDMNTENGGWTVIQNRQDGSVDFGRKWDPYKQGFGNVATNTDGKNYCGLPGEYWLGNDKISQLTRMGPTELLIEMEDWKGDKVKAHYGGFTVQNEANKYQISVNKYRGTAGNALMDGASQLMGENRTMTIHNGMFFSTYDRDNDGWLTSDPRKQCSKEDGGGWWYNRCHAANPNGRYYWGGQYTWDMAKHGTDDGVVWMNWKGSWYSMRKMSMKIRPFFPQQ
GAA850 FXN act = increases GAA850 frataxin promoter reporter activity | AID 540364 | activation, % at 6 µM | 360,000 tested, 0.56% active | HEK293 lucGAA850 FXN promoter luciferase reporter, 24 h; percent of 10 µM SAHA response;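 active = activation above the average of all compounds screened plus 3 SD, cutoff fixed separately per campaign, cut at about 7.5% in these data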;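 note: 0% = DMSO wells and 100% = 10 µM SAHA wells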
KLK7 zymogen act = activates the human kallikrein-7 zymogen; P49862; purified proKLK7, EDANS-DABCYL substrate fluorescence; 100% is mature enzyme control, 0% vehicle; activation, % at 7 µM; 370,000 tested, 0.9% active; AID 652039;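 active = activation above the mean of all tested compounds plus 3 SD, computed per campaign excluding outliers beyond control limits, cut at about 13% in these data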
ASAP1 GAP inh = ASAP1 ArfGAP inhibition; inhibition, % at 16.5 µM; ASAP1-stimulated ARF1 GTP hydrolysis, GDP FP detection; 360,000 tested, 0.19% active; Q9ULH1; in the data active = inhibition above about 25%;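 note: 0% = vehicle with enzyme and substrate and 100% = no enzyme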
Target sequence (Q9ULH1 325-724 limits assumed): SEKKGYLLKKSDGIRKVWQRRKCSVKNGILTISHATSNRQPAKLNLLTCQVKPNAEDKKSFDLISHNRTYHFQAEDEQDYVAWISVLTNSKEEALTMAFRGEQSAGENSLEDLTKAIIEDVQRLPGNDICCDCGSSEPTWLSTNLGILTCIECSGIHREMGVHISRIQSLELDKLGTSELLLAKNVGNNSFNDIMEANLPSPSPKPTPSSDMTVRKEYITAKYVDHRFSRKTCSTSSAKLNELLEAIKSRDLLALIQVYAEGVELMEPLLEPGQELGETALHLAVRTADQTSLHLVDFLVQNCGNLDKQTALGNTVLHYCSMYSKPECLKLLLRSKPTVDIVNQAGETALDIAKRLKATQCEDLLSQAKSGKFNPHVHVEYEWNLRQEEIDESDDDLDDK
ADAM10 inh = inhibits human ADAM10; inhibition, % at 7 µM; O14672; recombinant ADAM10, EDANS/DABCYL FRET peptide cleavage, 3 h; 370,000 tested, 0.62% active;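 active = inhibition above a per-campaign cutoff equal to the mean of compounds falling between control-based bounds plus 3 SD, cut at about 20% in these data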;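 note: 0% = DMSO wells while the 100% control is not disclosed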
GC-A act = GC-A (human) enzyme activation | P16066 | HEK293 GC-A cells, cGMP TR-FRET, EC30 ANP; 0% at EC30 ANP, 100% saturating ANP | activation, % at 10 µM | 370,000 tested, 0.14% active | AID 1671463; in the data active = activation above about 40%
An asterisk follows results filed as active; x = no result given; & = joins results of further samples.

SMILES	ARFGAP1 inhibitor	GC-B act	HGIII-sPLA2 inh	rCAG RNA binder	DDE Tn6 FP inh	GAA850 FXN act	KLK7 zymogen act	ASAP1 GAP inh	ADAM10 inh	GC-A act
C#CCOCCOCCOCCNc1nc(N2CCN(C(=O)[C@H](CCCN=C(N)N)n3cc(C(N)[C@@H](C)CC)nn3)CC2)nc(N2CCN(C(=O)[C@H](CC(N)=O)n3cc([C@@H](N)C(C)C)nn3)CC2)n1 (stereo partly drawn)	-3	4	8	6	6	0.4	0.7	0	6	5
CCOC(=O)CCCNC(=O)CN1C(=O)NC(c2ccccc2)(c2ccccc2)C1=O	4	7	5	-6	0	-0.9	0.1	13	0	1
Cc1cc(C)n2c(SCc3ccc(Cl)cc3Cl)nnc2n1	4	4	-2	-6	-1	0.8	-0.6	4	9	7
Cc1cc(C)n(-c2ccc(Cl)c(C(=O)OCC(N)=O)n2)n1	-10	-4	0	4	3	-0.9	-0.1	-13	7	1
CCN(CC(=O)Nc1ccccc1OC)C(=O)CN1C(=O)NC(C)(c2ccc3ccccc3c2)C1=O (stereo not drawn)	12	-1	-16	1	0	-0.6	0.2	-2	-2	-1
O=C(NC1CCS(=O)(=O)C1)c1cccc(S(=O)(=O)N2CCCCC2)c1 (stereo not drawn)	6	4	4	-1	-7	1.6	-0.5	-7	4	0
Cc1cccc(C)c1NC(=O)CSc1nnnn1C	8	-5	0	-3	-4	1.0	-0.2	4	-2	4
Cn1c(=O)c2c(nc(NCc3ccccc3)n2C)n(C)c1=O	-6	-2	9	-4	1	0.2	-0.4	7	10	3
O=C(COC(=O)c1ccccc1-n1cnnn1)c1ccc(Br)cc1	-3	-4	0	3	-3	-3.3	-0.2	-9	-8	29
COc1cc2ccc(C(C)=NNC(N)=S)cc2cc1OC	-6	-1	11	6	-3	2.4	2.1	8	-50	-15
Cc1ccc(C(=O)N(Cc2nc(-c3ccc(C)cc3)no2)C(C)C)cc1	3	0	3	1	-4	0.2	1.1	10	-15	3
Cn1cnc(S(=O)(=O)N2CCCCC2c2cc(C(=O)Nc3cccc(C#N)c3)no2)c1 (stereo not drawn)	0	-2	-7	1	-3	0.0	0.5	-5	-4	-2
CC(=O)c1c(N2CCN(CCO)CC2)nc(=S)n(-c2ccccc2)c1C	-2	-3	3	-1	2	0.1	0.5	15	8	1
COCc1nnc(NC(=O)c2ccccc2[N+](=O)[O-])s1	3	0	2	4	-6	1.9	-0.5	1	6	3
Cc1csc(NC(=O)CSc2nnc(-c3cc(C)on3)o2)n1	-10	7	5	4	9	2.9	0.0	14	3	-2
CC(=O)Nc1ccc(OCC(O)CN2C(C)CCCC2C)cc1 (stereo not drawn)	-7	3	13	-1	4	0.4	0.1	4	-4	-4
COc1ccccc1-c1cc2nc(NCCc3ccncc3)ccn2n1	12	-4	2	3	0	1.4	1.1	13	-147	-1
CS(=O)(=O)c1cccc(C(=O)Nc2cccc(S(=O)(=O)N3CCCC3)c2)c1	11	3	0	4	5	-2.3	0.4	3	-15	-1
CCN1CCN(Cc2c3ccccc3cc3ccccc23)CC1	-5	0	16	-4	4	0.3	0.7	-7	-34	-9
O=C(COC(=O)c1cnccn1)c1ccc(Cl)c([N+](=O)[O-])c1	0	3	14	6	-11	1.2	0.4	1	-2	0
O=C(NC1CCCCC1)C1CCCN1C(=O)Nc1ccccc1 (stereo not drawn)	-6	5	1	-2	3	1.8	-0.1	-2	-1	1
CCOC(=O)c1nn(-c2ccccc2)c(=O)cc1OCC(=O)Nc1cc(C)ccc1C	-1	7	8	-2	-4	-0.5	0.3	-9	-3	-1
Cc1ccc(NS(=O)(=O)c2ccc(C(=O)NCc3cccnc3)cc2)cc1	0	-1	-13	-2	3	-0.4	0.4	-5	-2	-4
CCNC(=O)NC(=O)C(C)SCc1ccccc1C (stereo not drawn)	6	-1	6	-6	4	0.2	0.3	2	-7	5
CCCNC(=O)CSc1nnc(-c2ccc(F)cc2)o1	4	-1	0	-2	5	1.0	0.7	3	-1	-2
COCCNC(=O)Cn1nc(C(F)(F)F)cc1C	14	-2	7	1	-3	-1.6	0.3	15	4	3
Cc1cc(N2CCC(C)CC2)c(F)cc1[N+](=O)[O-]	4	0	3	0	2	2.5	-0.2	12	1	-2
Cn1c2ccccc2c2cc(C(=O)NNC(=O)CCl)sc21	2	-1	-10	7	-6	-2.8	2.1	8	-154	-5
COC(=O)c1sc(NC(=O)COc2ccc(C)cc2)nc1C	8	-2	-8	-2	9	1.1	0.4	-6	7	3
CCOc1ccccc1NC(=O)CCN1CCN(S(=O)(=O)c2ccc(Br)cc2)CC1	-1	-7	4	36*	-4	0.3	0.0	-3	0	-8

Full records as entered above.
CCOC(=O)c1nn(-c2ccccc2)c(=O)cc1OCC(=O)Nc1cc(C)ccc1C reads ARFGAP1 inhibitor: -1; GC-B act: 7; HGIII-sPLA2 inh: 8; rCAG RNA binder: -2; DDE Tn6 FP inh: -4; GAA850 FXN act: -0.5; KLK7 zymogen act: 0.3; ASAP1 GAP inh: -9; ADAM10 inh: -3; GC-A act: -1
CCCNC(=O)CSc1nnc(-c2ccc(F)cc2)o1 reads ARFGAP1 inhibitor: 4; GC-B act: -1; HGIII-sPLA2 inh: 0; rCAG RNA binder: -2; DDE Tn6 FP inh: 5; GAA850 FXN act: 1.0; KLK7 zymogen act: 0.7; ASAP1 GAP inh: 3; ADAM10 inh: -1; GC-A act: -2

Remaining list, next part
SMILES	ARFGAP1 inhibitor	GC-B act	HGIII-sPLA2 inh	rCAG RNA binder	DDE Tn6 FP inh	GAA850 FXN act	KLK7 zymogen act	ASAP1 GAP inh	ADAM10 inh	GC-A act
CC(=O)OC(C(=O)Nc1nncs1)c1ccccc1 (stereo not drawn)	-6	-3	10	0	0	x	-0.2	-4	-15	2
COc1ccc(C(=O)NCCN2CCOCC2)cc1[N+](=O)[O-]	-7	2	7	1	8	-0.2	0.0	14	4	0
Cc1cccc(N(C)S(=O)(=O)c2ccc3c(c2)C(C)(C)C(=O)N3C)c1	-2	3	-6	14	1	-2.2	-0.5	-9	-1	-1
C=CCn1c(SCC(=O)NC2CC2)nc2ccccc2c1=O	1	-3	6	3	-1	-1.8	0.0	-3	-1	0
Cc1ccc(C(=O)OCC(=O)N(C)C2CCS(=O)(=O)C2)cc1[N+](=O)[O-] (stereo not drawn)	6	0	4	-2	12	0.0	0.0	-6	-6	0
O=C(OCC(=O)N1CCN(C(=O)c2ccco2)CC1)c1sc2ccccc2c1Cl	21	-1	-5	-1	-4	-2.6	0.6	10	4	7
CC12C(=O)N(c3ccccc3C(=O)O)C(=O)C1C1C=CC2C1 (stereo not drawn)	-1	-2	-2	2	-1	0.7	0.2	5	0	5
CCc1ccc2[nH]c(=O)c(C(c3nnnn3Cc3ccc(OC)cc3)N3CCOCC3)cc2c1 (stereo not drawn)	-9	1	2	3	6	3.1	0.7	0	-32	0
COC(=O)[C@@H]1C[C@@H]2CC[C@@H](O)C[C@@H]2N1Cc1ccc(OC)cc1	0	-1	2	2	3	-0.8	0.2	12	-14	3
COc1ccc(C(=O)NCCCN2CCCC2=O)cc1S(=O)(=O)N1CCOCC1	-13	0	4	2	-7	-1.0	0.1	2	-1	3
Cc1ncc(CC(=O)n2cc(C(=O)c3cc(F)ccc3O)cn2)s1	-8	-3	-3	5	4	4.6	0.8	4	-8	-3
CCOc1cc(C(=O)NCCCn2ccnc2)cc(OCC)c1OCC	4	-1	-8	-5	7	0.1	0.7	-7	4	3
O=C(CSc1nc(C2CCCCC2)n(-c2ccccc2)n1)NCCN1C(=O)CSC1=O	9	3	-18	0	-10	-0.5	-0.5	4	4	-1
CCN(CC)C(=O)COc1ccc(/C(C)=N/NC(=O)c2ccccc2-n2cccc2)cc1	7	7	-13	-6	-5	2.8	0.6	1	-16	-5
COC(=O)C1=C(C)NC(C)=C(C(=O)OC)C1C(=O)OC1CCCCC1=O (stereo not drawn)	6&4	2&-1	-5&-6	1&-6	1&1	0.1&1.1	3.4&1.9	-9&7	-127&-82	-3&-1
Cc1ccc(NS(=O)(=O)c2cccc(C(=O)N3CCN(C(=O)c4ccco4)CC3)c2)cc1	-3	-3	0	5	-1	-1.3	0.1	-11	-8	-2
O=C(C1CCCN(S(=O)(=O)c2ccc(F)cc2)C1)N1CCOCC1 (stereo not drawn)	-8	-1	6	4	7	1.6	3.6	-11	-38	0
COCCNC(=O)C1(C)CCCN(C(=O)c2cnc3ccccc3n2)C1 (stereo not drawn)	1	-3	0	0	7	0.8	1.6	0	-1	0
CC(C)N1C(=O)C2C(C(=O)NCc3ccccc3)C3C=CC2(O3)C1C(=O)NC(C)(C)C (stereo not drawn)	1	0	1	-3	8	2.5	-0.3	-2	-7	0
CCc1ccc(C(C)NC(=O)c2ccc3c(c2)OCO3)cc1 (stereo not drawn)	-7	2	3	-4	0	0.6	0.1	0	2	0
COc1ccccc1NS(=O)(=O)c1cc(NC(=O)c2ccccc2C)ccc1N1CCOCC1	-7	-1	-4	7	-3	-1.6	0.5	7	18	-3
COc1ccccc1-c1cc2nc(NCCOc3ccccc3)ccn2n1	2	-9	-20	4	-9	1.0	-1.6	1	-96	-5
O=S(=O)(Nc1ccc(Cl)cn1)c1cccc(S(=O)(=O)c2ccccc2)c1	0	4	-15	17	-3	-1.4	0.1	-3	2	1
O=C1NC(=Nc2ccccc2Cl)SC1(CO)CO	6	-1	2	6	5	0.4	0.5	-9	17	-4
O=C(NC(CC1=CCCCC1)c1ccccc1)C(F)(F)F (stereo not drawn)	3	-4	-2	2	-1	x	0.0	-13	3	-1
CCOc1cc(NC(=O)c2ccco2)c(OCC)cc1NC(=O)c1cc(OC)c(OC)c(OC)c1	10	2	-2	0	0	-1.8	-0.8	-1	-4	3
CSc1ccccc1C(=O)Nc1cccc([N+](=O)[O-])c1	6	-1	7	-2	0	1.4	0.2	10	-1	0
O=c1c2ccccc2oc2ccc(-c3ccc4[nH]ccc4c3)cc12	20	1	-23	30	-5	4.8	-3.9	17	14	2
CN(C)C=Nc1nonc1-c1ccc(Cl)cc1	-15	1	-4	-3	-4	-0.3	0.4	4	5	0
Cc1cnc(NC(=O)CCCc2nc3ccccc3s2)s1	3	-3	0	-3	0	-2.4	-0.6	3	7	1
O=C(O)/C=C/C(=O)NC1CC1	1	2	3	-1	4	-0.5	0.0	6	-9	3
COCCNc1ncnc2c1cnn2Cc1ccccc1Cl	-5	-1	4	-5	-8	1.3	-0.4	7	7	2
S=C1NC(c2ccccc2)=CC(c2ccccc2)N1 (stereo not drawn)	0	-2	14	3	-3	1.3	-0.5	-5	-3	6
Cc1cc(C)nc(Oc2ccc(Br)cc2)n1	3	1	5	-3	-5	5.7	-0.4	3	4	-2
CC1CCC(N2CCNCC2)CC1 (stereo not drawn)	-12	0	5	-4	2	0.9	-0.3	2	1	0
CCN(CC(=O)Nc1ccccc1C(F)(F)F)C(=O)c1ccc2c(c1)NC(=O)CS2	14	3	-4	-1	1	1.4	0.3	8	-6	-2

Quoted at random: 2 compounds from above.
SMILES	ARFGAP1 inhibitor	GC-B act	HGIII-sPLA2 inh	rCAG RNA binder	DDE Tn6 FP inh	GAA850 FXN act	KLK7 zymogen act	ASAP1 GAP inh	ADAM10 inh	GC-A act
Cn1c2ccccc2c2cc(C(=O)NNC(=O)CCl)sc21	2	-1	-10	7	-6	-2.8	2.1	8	-154	-5
Cc1ccc(C(=O)N(Cc2nc(-c3ccc(C)cc3)no2)C(C)C)cc1	3	0	3	1	-4	0.2	1.1	10	-15	3
